Pf growth 48h = inhibits P. falciparum growth in the first generation, 48 h; P. falciparum luciferase growth in erythrocytes, 48 h; Potency, µM (doses to about 28.7 µM), for the others: at the highest dose activity change, negative = inhibition, usual class: inhibitors; actives 5.9% (n = 310,000); AID 504832; also: potency is read from the fitted curve at half-maximal effect; % is scaled to controls: 0 for no effect and ±100 for the full control effect
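Firefly luciferase activity from engineered P. falciparum reports growth; inhibitors lower the luminescent signal. Cultures contained 2% hematocrit erythrocytes at 0.1% final parasitemia.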
Pf growth 96h = P. falciparum growth inhibition at 96 hour, primary screen for plastid delayed-death inhibitors; AID 504834; actives 6.9% (n = 320,000); P. falciparum luciferase reporter growth, 96 h; Potency, µM (series often up to 28.7 µM), without a hit: at the top dose activity change, negative = inhibition, hits mostly inhibitors; also: potency is read from the fitted curve at half-maximal effect; % is scaled to controls: 0 for no effect and ±100 for the full control effect
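96 h incubation, 37 C, 5% CO2, of luciferase-reporter P. falciparum-infected RBCs (2% hematocrit, 0.05% parasitemia final) with test compounds; endpoint luminescence.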
Shiga toxin inh = Shiga toxin inhibition | AID 2315 | Vero cells, Shiga toxin protein synthesis inhibition reporter | actives 9.2% (n = 290,000) | inhibition, % at 38.7 µM; in the data active = inhibition mostly above about 28%, no sharp cut-off; inactive = mostly below about 43%; also: 0% is about no effect
AMA1 RON2 block = inhibitors of Plasmodium falciparum AMA1-RON2 interaction; AlphaScreen AMA1-biotinylated RON2 peptide binding; Potency, µM (doses to about 58.2 µM), for inactives: top-dose activity change, negative = inhibition, usual class: inhibitors; actives 0.2% (n = 360,000); AID 720542;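 also: potency is read from the fitted curve at half-maximal effect; 0% = vehicle wells and -100% = peptide control; nearly all actives have a fitted effect of over 45% in size; some results filed as inactive show a strong effect at the top dose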
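AMA1 (3D7) with his tag at 25 nM final met compounds first, then biotinylated RON2 peptide at 25 nM; detection used donor plus acceptor beads, 10 µg/mL apiece, read by AlphaScreen after 30 min at room temperature.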
LmPK inhibitor = blocks Leishmania mexicana pyruvate kinase activity; Potency, µM (highest dose often 57.5 µM), inactives show top-dose activity change, negative = inhibition, hits mostly inhibitors; Q27686; actives 0.37% (n = 290,000); purified LmPK, Kinase-Glo ATP luminescence, 1 h; also: potency is read from the fitted curve at half-maximal effect; % is scaled to controls: 0 for no effect and ±100 for the full control effect
Target sequence (Q27686 whole entry, looked up): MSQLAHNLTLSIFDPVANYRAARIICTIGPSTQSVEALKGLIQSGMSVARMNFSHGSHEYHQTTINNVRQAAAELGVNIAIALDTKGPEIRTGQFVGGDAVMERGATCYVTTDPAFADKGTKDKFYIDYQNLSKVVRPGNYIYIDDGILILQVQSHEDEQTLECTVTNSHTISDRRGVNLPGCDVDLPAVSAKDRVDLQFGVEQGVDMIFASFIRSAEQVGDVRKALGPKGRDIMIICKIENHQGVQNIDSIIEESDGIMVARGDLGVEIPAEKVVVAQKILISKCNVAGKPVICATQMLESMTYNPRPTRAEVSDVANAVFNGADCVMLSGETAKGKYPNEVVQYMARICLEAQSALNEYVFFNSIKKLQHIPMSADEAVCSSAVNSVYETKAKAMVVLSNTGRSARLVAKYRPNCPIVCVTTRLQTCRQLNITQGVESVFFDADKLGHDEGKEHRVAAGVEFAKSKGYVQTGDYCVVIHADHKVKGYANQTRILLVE
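qHTS format; LmPK 0.1 nM; substrates PEP 0.5 mM and ADP 0.1 mM. One-hour room-temperature incubation, then coupled luciferase luminescence; 0.5 nM enzyme wells mark activation.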
TbPYK inhibitor = T. brucei pyruvate kinase inhibition; Potency, µM (doses to about 76.8 µM), inactives show at the highest dose activity, negative = inhibition, most hits filed as inhibitors; TbPYK enzyme, Kinase-Glo Plus ATP luminescence, 45 min; AID 624173; actives 0.12% (n = 410,000); also: potency is read from the fitted curve at half-maximal effect; % is scaled to controls: 0 for no effect and ±100 for the full control effect; nearly all actives have a fitted effect of over 50% in size
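Readout: single end-point luminescence (Kinase-Glo Plus, 10 min). Reaction conditions were TbPYK/substrate plus 130 uM ADP, 45 min at RT, pH 7.2 TEA buffer. No-enzyme wells served as controls, and data were normalized before concentration-response fitting.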
Cycloheximide cs = counter-screen for Shiga toxin inhibitors: cycloheximide protein synthesis inhibition. cell reporter, cycloheximide protein synthesis inhibition counterscreen. max response, %. actives 12% (n = 300,000). AID 2314; in the data active = max response mostly above about 13%, no sharp cut-off; inactive = mostly below about 14%; also: read at 38.3 µM for the half of the compounds with a filed dose; 0% is about no effect
The depositor's hits bear a star; u = inconclusive; x = not tested or not shown; [ ] = another dose, or the depositor's remark. Unless noted, calls follow the shape of the dose curve; as a rule, active = well fitted curve in the direction sought with a large enough effect; inconclusive = small, poorly fitted or top-dose-only effect, or another doubt; inactive = no such curve, though single readings can be large; an effect the other way counts as inactive or inconclusive. The order is random; 21% or so of the library scored in one or more.

(1) CCOC(=O)C1=NN(C(C)=O)C2(CC(=O)N(c3cccc(C)c3)C2=O)C1 (centres undefined)
(2) Cc1ccc(-c2n[nH]c(=S)n2/N=C/C=C\c2ccccc2[N+](=O)[O-])cc1
(3) COc1cccc(Cn2nnc(C(=O)NCc3ccc(F)cc3)c2N)c1
(4) CCOC(=O)c1cc2cc(OC)ccc2[nH]1
(5) Cc1ccc(C)c(NS(=O)(=O)c2ccc(OCC(=O)N3CCOCC3)cc2)c1
assay / compound	1	2	3	4	5
Pf growth 48h	11%	2%	x	189%[activator]	u
Pf growth 96h	71%[activator]	x	53%[activator]	109%[activator]	-5%
Shiga toxin inh	-16	-3	-16	110*	-1
AMA1 RON2 block	6%	20%	8%	0%	24%
LmPK inhibitor	-4%	-9%	2%	-6%	-1%
TbPYK inhibitor	-3%	u	-5%	-10%	-6%
Cycloheximide cs	-2	-2	-6	49*	-1

(6) Cc1ccc(C(=O)O)cc1NC(=O)C1=CSCCO1
(7) COc1cccc(C(=O)N2CCC(C(=O)NCc3ccc(C)cc3)CC2)c1
(8) CCOc1ccccc1N(C(=O)c1ccco1)C(C(=O)NC1CCCC1)c1cccs1 (centres undefined)
(9) Cc1ccc(-n2nnnc2C(Cl)(Cl)c2nnnn2-c2ccc(C)cc2)cc1
(10) CCN(CCNCC(O)COCc1ccc(Cl)cc1)c1cccc(C)c1 (centres undefined)
assay / compound	6	7	8	9	10
Pf growth 48h	2%	u	0%	-19%	8.3µM*
Pf growth 96h	1%	1%	u	u	u
Shiga toxin inh	5	-12	2	-21	-7
AMA1 RON2 block	0%	7%	-13%	0%	u
LmPK inhibitor	0%	0%	0%	-17%	-1%
TbPYK inhibitor	0%	4%	0%	u	-4%
Cycloheximide cs	-1	1	-2	-3	-3

(11) O=[N+]([O-])c1nn(-c2cccc(Cl)c2)n(O)c1=NCc1cccnc1
(12) CCn1c(-c2cc(-c3ccccc3OC)nc3ccccc23)n[nH]c1=S
(13) Cc1cc(-c2csc(N)n2)c(C)n1CCc1ccccc1
(14) Cc1ccc(C(=O)NCc2ccco2)cc1S(=O)(=O)Nc1cccc(C)c1C
(15) CC(C)CN(CC(C)C)C(=O)CC(=O)NC(=O)c1ccc(Cl)cc1
assay / compound	11	12	13	14	15
Pf growth 48h	8%	2.6µM*	u	x	56%[activator]
Pf growth 96h	-17%	3.3µM*	x	-33%	u
Shiga toxin inh	13	-7	-7	6	-19
AMA1 RON2 block	-14%	35%[activator]	-15%	-5%	9%
LmPK inhibitor	-1%	-12%	-7%	9%	-3%
TbPYK inhibitor	0%	u	-23%	-5%	-2%
Cycloheximide cs	23*	-6	-2	-1	-2

(16) O=C(NCCCN1CCOCC1)C(=O)NCCc1ccccc1
(17) CCOP(=O)(OCC)C(NC(C)=O)C(Cl)(Cl)Cl (centres undefined)
(18) COc1ccc(C2CC(c3ccc(Cl)cc3Cl)n3nc(N)nc3N2)cc1 (centres undefined)
(19) CC(C)c1ccc(C(=O)NNC(=O)c2ccncc2)cc1
(20) CCOC(=O)C1=C(c2ccccc2)O/C(=C(/C(=O)OC)C(F)(F)F)S1
assay / compound	16	17	18	19	20
Pf growth 48h	9%	2%	-4%	12%	x
Pf growth 96h	4%	13%	28%	27%	u
Shiga toxin inh	11	-5	-3	20	-4
AMA1 RON2 block	0%	-14%	0%	12%	17%
LmPK inhibitor	-5%	-7%	4%	-2%	5%
TbPYK inhibitor	-5%	-4%	-3%	11%	-1%
Cycloheximide cs	-4	-3	4	1	4

Some values from the results shown.
`COc1ccc(C2CC(c3ccc(Cl)cc3Cl)n3nc(N)nc3N2)cc1` (centres undefined) @ TbPYK inhibitor: -3%
`CCOC(=O)C1=C(c2ccccc2)O/C(=C(/C(=O)OC)C(F)(F)F)S1` @ TbPYK inhibitor: -1%
`CC(C)c1ccc(C(=O)NNC(=O)c2ccncc2)cc1` @ AMA1 RON2 block: 12%
`O=C(NCCCN1CCOCC1)C(=O)NCCc1ccccc1` @ AMA1 RON2 block: 0%

3 entries picked at random from those above:
(17) CCOP(=O)(OCC)C(NC(C)=O)C(Cl)(Cl)Cl (centres undefined)
(20) CCOC(=O)C1=C(c2ccccc2)O/C(=C(/C(=O)OC)C(F)(F)F)S1
(16) O=C(NCCCN1CCOCC1)C(=O)NCCc1ccccc1
assay / compound	17	20	16
Pf growth 48h	2%	x	9%
Pf growth 96h	13%	u	4%
Shiga toxin inh	-5	-4	11
AMA1 RON2 block	-14%	17%	0%
LmPK inhibitor	-7%	5%	-5%
TbPYK inhibitor	-4%	-1%	-5%
Cycloheximide cs	-3	4	-4

Following part
(21) CCCC(=O)Nc1ccc2c(c1)nc1n2CCSC1
(22) Cc1c(C(=O)N2CCOCC2)cc(C(C)(C)C)n1-c1ccccc1
(23) CCOC(=O)N1CCC(N(CCN(C)C)C(=S)Nc2cccc(OC)c2)CC1
(24) CC1CCN(C(=O)C2CCCN(S(C)(=O)=O)C2)CC1 (centres undefined)
(25) CC1(C)CC(n2[nH]c(=O)c3c2NC(=O)CSC3c2ccc(F)cc2)CCO1 (centres undefined)
assay / compound	21	22	23	24	25
Pf growth 48h	78%[activator]	9.3µM*	-5%	12%	-10%
Pf growth 96h	x	9.3µM*	7.4µM*	u	u
Shiga toxin inh	75	-14	-3	-10	-3
AMA1 RON2 block	48%[activator]	-2%	-10%	4%	-1%
LmPK inhibitor	4%	-4%	-4%	-12%	3%
TbPYK inhibitor	6%	-3%	-3%	-4%	-20%
Cycloheximide cs	24*	1	-9	1	-3

Part of the list above, reduced to Pf growth 48h.
no.	Structure	Pf growth 48h
24	CC1CCN(C(=O)C2CCCN(S(C)(=O)=O)C2)CC1 (centres undefined)	12%
25	CC1(C)CC(n2[nH]c(=O)c3c2NC(=O)CSC3c2ccc(F)cc2)CCO1 (centres undefined)	-10%

Returning to the listing with the three entries that preceded the break.
(23) CCOC(=O)N1CCC(N(CCN(C)C)C(=S)Nc2cccc(OC)c2)CC1
(24) CC1CCN(C(=O)C2CCCN(S(C)(=O)=O)C2)CC1 (centres undefined)
(25) CC1(C)CC(n2[nH]c(=O)c3c2NC(=O)CSC3c2ccc(F)cc2)CCO1 (centres undefined)
(26) CCOC(=O)C(CCSC)NC(=O)CN (centres undefined)
(27) O=C(OCC(=O)N1CCCc2ccccc21)c1cncc(Br)c1
(28) CCC/C(O)=C1\C(=O)CCCC1=NCCc1c(C)[nH]c2ccccc12
(29) O=C(O)c1cc(-n2cccc2)ccc1N1CCOCC1
(30) O=C(Nc1cccc2ccccc12)OCc1cncs1
assay / compound	23	24	25	26	27	28	29	30
Pf growth 48h	-5%	12%	-10%	23%	5%	-19%	1%	37%[activator]
Pf growth 96h	7.4µM*	u	u	x	-15%	-21%	-34%	63%[activator]
Shiga toxin inh	-3	-10	-3	-10	-14	-1	2	32*
AMA1 RON2 block	-10%	4%	-1%	0%	2%	-8%	-11%	-2%
LmPK inhibitor	-4%	-12%	3%	0%	3%	-1%	4%	-5%
TbPYK inhibitor	-3%	-4%	-20%	3%	-5%	-1%	0%	0%
Cycloheximide cs	-9	1	-3	-6	-2	-2	1	24*

(31) CCN1CCCCC(=N/O)/C(=N/O)CCCC1
(32) O=C(Cn1cnc2ccccc21)N/N=C/c1ccccc1[N+](=O)[O-]
(33) C/C(CCc1ccco1)=N/NC(=O)CCC(=O)Nc1ccc(Br)cc1
(34) CCOC(=O)NC(=O)/C(C#N)=C\Nc1sccc1C(=O)OC
(35) COc1cc(/C=C2\CCc3ccccc3C2=O)cc(OC)c1OC
assay / compound	31	32	33	34	35
Pf growth 48h	7%	10%	4%	-21%	-27%
Pf growth 96h	64%[activator]	-6%	10µM*	-1%	35%[activator]
Shiga toxin inh	-8	14	-7	31	32*
AMA1 RON2 block	10%	9%	5%	-15%	-20%
LmPK inhibitor	9%	0%	-2%	1%	1%
TbPYK inhibitor	7%	1%	3%	1%	3%
Cycloheximide cs	-5	4	-1	0	18*

(36) O=C(O)CCC(=O)NNC(=O)COc1ccc2ccccc2c1Br
(37) Cc1ncsc1CCOC(=O)c1ccc(N2CCOCC2)c([N+](=O)[O-])c1
(38) CC(C)C(NC(=O)CN1C(=O)c2cccc3cccc1c23)C(C)C
(39) CCCCCCCC/C=C\CCCCCCCC(=O)NCc1ccc(O)c(OC)c1
(40) CC1CC(C)CN(CC(C)(C)NS(=O)(=O)c2ccc(Cl)cc2)C1 (centres undefined)
assay / compound	36	37	38	39	40
Pf growth 48h	6%	-25%	-6%	u	x
Pf growth 96h	11%	-5%	2%	17µM*	u
Shiga toxin inh	17	58	x	x	-13
AMA1 RON2 block	60%[activator]	17%	14%	x	-19%
LmPK inhibitor	-1%	-1%	0%	x	3%
TbPYK inhibitor	-7%	3%	0%	4%	-18%
Cycloheximide cs	-2	27	-2	x	-4

(41) C=CCc1c(C)nc(N)[nH]c1=O
(42) Cc1cc(C(=O)Nc2sc3c(c2C#N)CCCCC3)cs1
(43) Cc1ccc(COC(=O)c2nn(-c3ccccc3)nc2N)cc1
(44) COc1ccc(CNC(=O)C2CCN(C(=O)c3ccccc3)CC2)cc1
(45) CCCCOc1ccc(N(CC(=O)NCc2ccccc2)C(=O)c2csnn2)cc1
assay / compound	41	42	43	44	45
Pf growth 48h	-18%	257%[activator]	-8%	-3%	-9%
Pf growth 96h	-9%	3%	3%	3%	-25%
Shiga toxin inh	7	60*	21	-22	30*
AMA1 RON2 block	22%	-1%	60%[activator]	-11%	-3%
LmPK inhibitor	4%	-13%	2%	2%	1%
TbPYK inhibitor	5%	-15%	8%	3%	-8%
Cycloheximide cs	-1	29*	18*	2	27

(46) O=C(N/C=C/c1ccc(Cl)cc1)NCc1ccc(Cl)cc1
(47) O=C(CN1C(=O)NC(c2ccccc2)(c2ccccc2)C1=O)c1c[nH]c2ccccc12
(48) Cc1cc(C)cc(Oc2cc(NC(=O)c3cn(C)nc3C)cc([N+](=O)[O-])c2)c1
(49) O=[N+]([O-])c1ccc(NS(=O)(=O)c2cccc3cccnc23)cc1
(50) CN(C)CCN=Cc1c(O)n(Cc2ccccc2)c(=O)c2ccccc12
assay / compound	46	47	48	49	50
Pf growth 48h	27%	12µM*	x	1%	5%
Pf growth 96h	41%[activator]	-10%	8.3µM*	12µM*	u
Shiga toxin inh	-4	-8	-10	x	-16
AMA1 RON2 block	24%	x	-4%	42%[activator]	50%[activator]
LmPK inhibitor	10%	2%	8%	2%	-6%
TbPYK inhibitor	0%	x	-3%	-2%	-2%
Cycloheximide cs	-2	5	-9	-4	-3

(51) COc1ccc(C2N(c3cccc(Cl)c3)C(=O)C3CCCN32)cc1 (centres undefined)
(52) CCCCSc1nc2sc3c(c2c(=O)[nH]1)CCC3
(53) COc1cccc(CNC(=O)C(=O)N2CCC3(CC2)OCCN3S(=O)(=O)c2ccc(C)cc2)c1
(54) Cn1c(C(=O)OC(C(=O)NCc2ccco2)c2ccncc2)cc2sccc21 (centres undefined)
assay / compound	51	52	53	54
Pf growth 48h	x	25%	-24%	x
Pf growth 96h	-25%	32%[activator]	u	14%
Shiga toxin inh	12	3	x	-16
AMA1 RON2 block	-1%	-2%	17%	-13%
LmPK inhibitor	4%	3%	x	2%
TbPYK inhibitor	0%	0%	2%	0%
Cycloheximide cs	-2	-4	x	-3

High-throughput results from PubChem.
